Screening results: PubChem, several laboratories
PKA kinase inh – blocks human protein kinase A activity. P17612. PKA Kemptide phosphorylation, Kinase-Glo ATP luminescence. inhibition, % at 6 µM. 65,000 compounds, 0.1% hits;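 active = inhibition above the screen-wide mean inhibition plus 3 SD, cut at about 21% in these data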; note: many of its hits are not listed in these tables
ROCK2 inh – blocks human Rho kinase 2 activity | purified ROCK2, Kinase-Glo ATP depletion luminescence | 60,000 compounds, 0.35% hits | AID 604 | inhibition, % at 6 µM;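 active = inhibition above the screen-wide mean inhibition plus 3 SD, cut at about 18% in these data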;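 note: plate controls were DMSO wells for no effect and Y-27632 control wells after no-enzyme background subtraction for full effect; many of its hits are not listed in these tables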
HER2 expr 66K – Her2 kinase expression inhibition. 65,000 compounds, 0.69% hits. SKBR-3 HER2 protein level, AlphaScreen, 18-24 h; stronger effect = lower value. AID 645. HER2 level % of control, % at 10 µM;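 active = HER2 level under 5% of the carrier-only control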;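 note: 100% = DMSO carrier and 0% = 500 nM PU-H71 HSP90 inhibitor; lower value means stronger loss of Her2 protein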
Numbers without * were called inactive; · = no result given. A portion of the library; the hit share may differ from the screen's.

Compound | PKA kinase inh | ROCK2 inh | HER2 expr 66K
O=C1C=Cc2ccccc2C1=O | · | · | 70
Nc1ccc([As](=O)(O)O)cc1 | · | · | 116
CC12CC(c3ccccc3O1)C(C(=O)OCc1ccccc1)C(=O)N2 (stereo not given) | 10 | · | 88
Cc1nc2cc(C(=O)N3CCC4(CC3)OCCO4)ccc2n1-c1ccc(Br)cc1 | 8 | 7 | 92
CCn1c(=O)n(CC(=O)N2CCC3(CC2)OCCO3)c(=O)c2ccccc21 | 1 | 4 | 81
Cn1c(O)c(C(=O)c2ccccc2)c(=O)n(C)c1=O | 5 | 5 | 55
O=C1CN=C(c2ccccc2)c2oc3ccc(Br)cc3c2N1 | -1 | 1 | 93
CC(NC(=O)Oc1ccccc1)C(c1cccs1)N1CCOCC1 (stereo not given) | 0 | -9 | 123

Complete entries, quoted from the list. Values in the order: PKA kinase inh	ROCK2 inh	HER2 expr 66K
`O=C1C=Cc2ccccc2C1=O` reads ·	·	70
`Nc1ccc([As](=O)(O)O)cc1` reads ·	·	116
`Cn1c(O)c(C(=O)c2ccccc2)c(=O)n(C)c1=O` reads 5	5	55
`CC(NC(=O)Oc1ccccc1)C(c1cccs1)N1CCOCC1` (stereo not given) reads 0	-9	123
